Bioassay records from PubChem.
TDP1 block: TDP1 (human) enzyme inhibition. AID 485290. actives 0.28% (n = 350,000). Potency, µM (doses to about 130 µM), without a hit: top-dose activity change, negative = inhibition, most hits filed as inhibitors. recombinant TDP1, AlphaScreen DNA substrate cleavage; note: nearly all actives have a fitted effect of over 40% in size
Target sequence (Q9NUW8 whole entry, looked up): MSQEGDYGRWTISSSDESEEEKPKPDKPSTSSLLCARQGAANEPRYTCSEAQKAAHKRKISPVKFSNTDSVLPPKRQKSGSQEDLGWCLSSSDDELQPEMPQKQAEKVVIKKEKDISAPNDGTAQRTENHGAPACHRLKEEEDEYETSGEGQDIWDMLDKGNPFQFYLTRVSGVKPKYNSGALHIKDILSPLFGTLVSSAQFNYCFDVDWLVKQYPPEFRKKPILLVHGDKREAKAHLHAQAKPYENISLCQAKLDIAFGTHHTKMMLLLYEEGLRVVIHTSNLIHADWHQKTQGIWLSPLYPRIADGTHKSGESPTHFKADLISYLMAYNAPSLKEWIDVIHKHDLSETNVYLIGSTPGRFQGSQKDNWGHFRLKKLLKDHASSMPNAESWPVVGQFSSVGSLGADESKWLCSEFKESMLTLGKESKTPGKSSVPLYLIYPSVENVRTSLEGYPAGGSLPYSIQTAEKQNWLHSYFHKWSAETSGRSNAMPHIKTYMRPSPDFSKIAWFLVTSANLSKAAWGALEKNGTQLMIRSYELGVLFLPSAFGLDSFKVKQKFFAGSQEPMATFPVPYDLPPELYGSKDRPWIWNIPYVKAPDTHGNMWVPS
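Recombinant human Tdp1 (E. coli-expressed, 1 nM final) preincubated with compounds 15 min at room temperature, then 5'-biotin/3'-phosphotyrosine-FITC DNA substrate (15 nM final) added for 5 min. AlphaScreen beads (10 ug/ml final) added 10 min; cleavage lowers signal.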
GCN5L2 inh: blocks human GCN5L2 histone acetyltransferase | GCN5L2 HAT assay, ThioGlo1 CoA-SH fluorescence | Potency, µM (titrated, usually from 58.9 µM), for the others: top-dose activity change, negative = inhibition, hits mostly inhibitors | actives 0.21% (n = 390,000)
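Free CoA generated was detected with ThioGlo1 (50uM) fluorescence at Ex340nm/Em540nm, read immediately and after 20 min at room temperature. Enzyme, 20 nM in HEPES pH 7.5 buffer, saw compounds 15 min before adding 75uM H3(1-25) peptide and 70uM acetyl-CoA.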
DT40 TDP1 no CPT: qHTS for Inhibitors of human tyrosyl-DNA phosphodiesterase 1 (TDP1): qHTS in cells in absence of CPT; DT40 Tdp1-/- hTDP1 cells, no CPT, ATP luminescence, 48 h; Potency, µM (titrated, usually from 46.2 µM), inactives show at the highest dose activity change, negative = growth inhibition, actives largely listed as inhibitors; actives 15% (n = 420,000); AID 686978, 2013; note: nearly all actives have a fitted effect of over 55% in size
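Readout: luminescence from CellTiter-Glo after 30 min in the dark at RT. Cells: DT40 Tdp1-/- with stable hTDP1, 400/well. Exposure: compounds alone, ≥48 hr, 37 °C.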
* = called active by the depositor; ? = inconclusive; · = no result given; & = joins results of further samples; [ ] = remark or other dose. Calls come from the whole dose curve; as a rule, active = well fitted curve in the direction sought with a large enough effect; inconclusive = small, poorly fitted or top-dose-only effect, or another doubt; inactive = no such curve, though single readings can be large; an effect the other way counts as inactive or inconclusive. % is set by controls: 0 for no effect and ±100 for the full control effect; potency is the fitted concentration of half-maximal effect. The list is partial; the hit share may differ from the screen's.

SMILES | TDP1 block | GCN5L2 inh | DT40 TDP1 no CPT
CCOC(=O)N1CCN(S(=O)(=O)c2ccc(OCC(=O)OC)cc2)CC1 | -2.3% | 0.2% | -7.4%
Cc1ccc2c(C)c(C(=O)NCCc3ccco3)oc2c1C | 4.6% | -8.6% | 1.3%
C=CC[C@H](CC(=O)NCCO)C(=O)N[C@H](COC(=O)[C@H](CC=C)CC(=O)OC(C)(C)C)c1ccccc1 | 0.5% | 0.9% | -11.9%
Cc1ccc(C(=O)NC2CC(C)(C)NC(C)(C)C2)cc1C | 2.9% | -2.3% | -22.1%
Cc1cccc(NC(=O)CSc2nc(=O)n(Cc3ccccn3)c3c2CCC3)c1C | -5.2% | -2.9% | -14.6%
COc1ccc(S(=O)(=O)N2CCSC2c2ccccc2)cc1 (stereo unspecified) | 1.1% | -4.5% | ?
O=C(c1ccc(OC2CCN(Cc3ccccc3OC(F)F)CC2)cc1)N1CCCC1 | 6.7% | -6.4% | 22.5%
CCNC(=O)NC(=O)C(C)OC(=O)C1CCN(S(=O)(=O)c2ccc(C)c(C)c2)CC1 (stereo unspecified) | -1.1% | -3.1% | -24.5%
CCCCN(C)C(=O)C1CCN(CCCc2ccccc2)CC1 | -6.7% | -6.3% | -28.6%
Cc1nn(C(C)C(=O)NCCN2CCCC2)c(=O)c2c1sc1ccccc12 (stereo unspecified) | 3.5% | -1.0% | 4.7%
O=C(NCCCCNC(=O)c1cccnc1)c1cccnc1 | 2.3% | -3.2% | -2.2%
CC1=Nc2cc(C(=O)NCCc3ccc(Cl)cc3)ccc2Sc2ccc(C)cc21 | 2.1%[12.3 µM] | -18.7% | 6.51µM*
CC(C)CCNC(=S)Nc1ccc(Br)cc1 | 2.6% | -2.3% | 16.4µM*
COc1ccc(C(=O)NC(C)C2CC3CCC2C3)c(OC)c1 (stereo unspecified) | 3.0% | 1.8% | 20.6µM*
Cc1oc2cc3oc(=O)cc(C)c3cc2c1C | · | -2.0% | -12.7%
O=C(COc1coc(CN2CCc3ccccc3C2)cc1=O)Nc1ccc([N+](=O)[O-])cc1 | -2.6% | -18.8% | ?
O=C(N/N=C/c1c(O)ccc2ccccc12)c1cccc(C(F)(F)F)c1 | 10.7% | -21.8% | 1.03µM*
COc1cc(Cl)c(C)cc1NC(=O)Cn1ncc2c([nH]c3ccccc32)c1=O | -5.0% | -5.3% | 1.3%
N#CC1=C(N)C(C#N)(C#N)C(c2cccnc2)C2CN(C(=O)OCc3ccccc3)CC=C12 (stereo unspecified) | 4.7% | -5.6% | ?
Cc1c(NC(=O)C(C)OC(=O)CC2CC3CCC2C3)c(=O)n(-c2ccccc2)n1C (stereo unspecified) | -7.5% | -1.6% | 0.3%
COc1ccc(NC(=O)C2CCCN(S(=O)(=O)c3c(C)[nH]c(=O)[nH]c3=O)C2)cc1 (stereo unspecified) | 5.0%&0.0% | -1.1%&-7.5% | -3.1%&-0.7%
COc1ccc(N2C(=O)CCC2=O)cc1 | 7.1% | -4.0% | -8.4%
O=C(c1ccccc1)N1CCC(O)(c2ccc3c(c2)OCO3)CC1 | -0.7% | -2.1% | -17.6%
CSc1nnc(-c2cccc(NC(=S)NN)c2)o1 | 4.9% | -13.1% | ?
O=C(c1ccccc1)N1CCN2C(=O)c3ccccc3C12c1ccc(Cl)cc1 (stereo unspecified) | 5.7% | 0.9% | 18.4µM*
COc1ccc(C(=O)N2CCC2)cc1S(=O)(=O)NCc1ccc(Cl)cc1 | 0.9% | -1.8% | 13.4%
CC(=O)c1ccccc1NC(=O)CSCc1nc2sc(C)c(C)c2c(=O)[nH]1 | 5.6% | -0.8% | ?
Cn1nc(C(=O)OCC(=O)Nc2ccc3ccccc3c2)c2ccccc2c1=O | 5.0% | 1.4% | -0.1%
CCC1=C2CC[C@H]3C(=O)N(C)C(=O)[C@H]3[C@H]2[C@@]2(Cc3ccccc3)C(=NCC(=O)OC)OC(=O)N2C1=O | 6.9%&2.4% | -5.6% | 5.6%
COC(=O)c1c(C)[nH]c(C)c1C(=O)c1ccccc1Cc1ccccc1 | 18.0%[56.1 µM] | -13.6% | 7.31µM*
CN(C)c1cc(-c2ccccc2)nc(N)n1 | 2.0% | -0.2% | ?
CCOC(=O)N1CCN(C2=C(NS(=O)(=O)c3ccccc3)C(=O)c3ccccc3C2=O)CC1 | 12.6% | -14.3% | ?
COc1ccc(NS(=O)(=O)c2ccc(N3CCOCC3)c(NC(=O)c3ccc(F)cc3)c2)cc1 | 2.3% | -5.9% | 13µM*
CC(=O)[C@@]12O[C@@H]1C[C@H]1[C@@H]3CC[C@H]4C[C@@H](O)CC[C@]4(C)[C@H]3CC[C@@]12C | · | -3.3% | -1.1%
O=C(Nc1ccc(Cl)cc1)C1CCN(C(=O)c2ccco2)CC1 | · | -1.5% | -20.3%
COCCNC(=O)c1cc(-c2ccc(Cl)c(Cl)c2)on1 | 7.6% | ? | -12.4%
O=C(Nc1ccc(Br)cn1)C1CCCN1S(=O)(=O)c1ccccc1 (stereo unspecified) | 5.2% | -15.6% | ?
COc1cc(O)c(CC=C(C)C)c(O)c1C(=O)CCc1ccc(O)cc1 | · | -22.0% | 20.6µM*
CCOC(=O)COc1cccc2c(=O)n(CC(=O)N3CCCCC3)ccc12 | · | -12.9% | 12.7%
CCCCN(C(=O)CSc1nnc(-c2ccc(OC)cc2)n1C(C)C)c1c(N)n(Cc2ccccc2)c(=O)[nH]c1=O | · | -4.4% | ?
Cc1cccc(S(=O)(=O)C(C#N)c2nc3ccccc3nc2N2CCOCC2)c1 (stereo unspecified) | 5.9% | -6.9% | ?
COc1cc([N+](=O)[O-])ccc1-c1ccc(/C=N/NC(=O)c2ccccc2O)o1 | -3.7% | -14.8% | ·
CCC1CCC2(CC1)NC(=O)N(CC(=O)Nc1ccc(OC)cc1)C2=O (stereo unspecified) | 0.9% | -1.8% | ?
Cc1cccc2cc(CN(CC3CCCO3)C(=O)c3cccnc3)c3nnnn3c12 (stereo unspecified) | 5.8% | 1.2% | -16.0%
COc1ccc(NC(=O)c2c(-c3ccccc3Cl)noc2C)c(OC)c1 | 0.0% | -5.0% | ?
Clc1ccc(NCc2cccnc2)cc1 | · | 10.3% | 1.7%
O=C(NCc1ccccc1)c1noc2c1CCCCC2 | 1.0% | -4.6% | 1.8%
COc1ccccc1/C=C/C(=O)NCC(=O)N/N=C(/C)c1ccco1 | -5.4% | -9.9% | -16.8%

Five compounds picked at random from the list so far, as already listed:
SMILES | TDP1 block | GCN5L2 inh | DT40 TDP1 no CPT
COc1cc(O)c(CC=C(C)C)c(O)c1C(=O)CCc1ccc(O)cc1 | · | -22.0% | 20.6µM*
O=C(NCc1ccccc1)c1noc2c1CCCCC2 | 1.0% | -4.6% | 1.8%
Cc1cccc(S(=O)(=O)C(C#N)c2nc3ccccc3nc2N2CCOCC2)c1 (stereo unspecified) | 5.9% | -6.9% | ?
COc1ccc(NC(=O)c2c(-c3ccccc3Cl)noc2C)c(OC)c1 | 0.0% | -5.0% | ?
CCOC(=O)COc1cccc2c(=O)n(CC(=O)N3CCCCC3)ccc12 | · | -12.9% | 12.7%

Going on with the list:
SMILES | TDP1 block | GCN5L2 inh | DT40 TDP1 no CPT
COc1cc(/C=C/C(=O)N2CCN(CC(=O)N3CCCC3)CC2)cc(OC)c1OC | · | -10.5% | -3.2%
C=CCn1c(SCC(=O)Nc2ccc(-c3nc4ccc(C)cc4s3)cc2)nnc1-c1ccncc1 | 0.0% | 0.9% | -6.3%
CCCn1c(SCC(=O)N2CCCCC2)nnc1-c1ccco1 | 2.9% | -1.7% | 4.7%
N#CCCN(C(=O)COC(=O)c1ccc(S(=O)(=O)N2CCOCC2)cc1)c1ccccc1 | -0.4% | -5.9% | -19.7%
Cc1c(C(=O)OCC(=O)N(C)c2ccccc2)oc2ccccc12 | 1.2% | -3.2% | ?
CN(Cc1ccccc1)S(=O)(=O)c1ccc(N2CCCC2=O)cc1 | -0.3% | -9.5% | ?
Cc1cccc2[nH]c3c(=O)n(CCN4CCNCC4)cnc3c12 | 2.9% | 3.8% | ?
COc1cccc(CNC(=O)CN2C(=O)NC(c3ccccc3)(c3ccccc3)C2=O)c1 | -10.6% | -4.5% | ?
CCCCn1c(=O)[nH]c(=O)c2c1nc(-c1ccc(OCC)cc1)n2CC | -1.6% | -5.8% | ?
CC(C)(C)c1nnc2sc(SCC(=O)N3CCc4ccccc43)nn2c1=O | -1.3% | -3.3% | ?
COc1ccccc1CNCC(O)Cn1c2ccccc2c2ccccc21 (stereo unspecified) | -3.5% | -0.3% | ?
O=C(Cn1cc2c(n1)CCCC2)NCC1CCCO1 (stereo unspecified) | 1.3% | -20.1% | -2.9%

An excerpt from above with just DT40 TDP1 no CPT and GCN5L2 inh.
Molecule | DT40 TDP1 no CPT | GCN5L2 inh
CCCCn1c(=O)[nH]c(=O)c2c1nc(-c1ccc(OCC)cc1)n2CC | ? | -5.8%
C=CCn1c(SCC(=O)Nc2ccc(-c3nc4ccc(C)cc4s3)cc2)nnc1-c1ccncc1 | -6.3% | 0.9%
Cc1cccc2[nH]c3c(=O)n(CCN4CCNCC4)cnc3c12 | ? | 3.8%
CC(C)(C)c1nnc2sc(SCC(=O)N3CCc4ccccc43)nn2c1=O | ? | -3.3%
COc1cc(/C=C/C(=O)N2CCN(CC(=O)N3CCCC3)CC2)cc(OC)c1OC | -3.2% | -10.5%

Next structures.
SMILES | TDP1 block | GCN5L2 inh | DT40 TDP1 no CPT
CCOC(=O)c1cc(NC(=O)c2ccc(F)cc2)c(=O)n2c1oc1ccc(Cl)cc12 | 1.1% | 2.6% | ·
CCOC(=O)c1c(Nc2ccccc2)sc(/C=C2\C=Nc3ccccc32)c1O | 6.0% | -2.9% | ?
O=C(NC1(C(=O)NC2CCCCC2)CCCCC1)c1ccc2c(c1)OCO2 | 7.7% | -4.8% | 1.1%
CCCCCCSc1cccc(-c2nc3ccc(Cl)cn3c2NCc2ccccc2)c1 | -5.4% | 5.2% | 23.1µM*
COC(=O)c1[nH]c2ccccc2c1NC(=O)/C=C/c1ccc2c(c1)OCO2 | 2.6% | -19.4% | -22.4%
O=C1CC[C@H](O)CCN1[C@H](CSc1ccc(Br)cc1)Cc1ccccc1 | -0.1% | 1.3% | 16.4µM*
COC(=O)c1[nH]c(C)c(/C(O)=C2\C(=O)C(=O)N(CCN3CCOCC3)C2c2cccnc2)c1C (stereo unspecified) | 2.3% | -0.7% | 1.4%
CCOc1ccccc1CN1CCNC(=O)C1CC(=O)NCCc1ccccn1 (stereo unspecified) | 2.2%[56.1 µM] | -3.6% | -4.5%
Cc1c(C=O)c2ccccn2c1C(=O)c1cccs1 | 0.6% | -6.1% | ?
CCC(=O)N1CCN(c2ccc(Cl)cc2NC(=O)Cc2ccc(Cl)cc2)CC1 | 0.0% | -8.4% | ?
O=C(Nc1ccccc1)Nc1ccc(Br)c(Cl)c1 | 0.0% | -3.7% | 16.4µM*
C/C=C/C=C/C(=O)N1CC2(CC(c3cccc(NC(=O)CCCCC)c3)=NO2)C[C@H]1C(N)=O (stereo partly specified) | 1.2% | -5.2% | -0.3%

Continued (two carried over from the part before).
SMILES | TDP1 block | GCN5L2 inh | DT40 TDP1 no CPT
O=C(Nc1ccccc1)Nc1ccc(Br)c(Cl)c1 | 0.0% | -3.7% | 16.4µM*
C/C=C/C=C/C(=O)N1CC2(CC(c3cccc(NC(=O)CCCCC)c3)=NO2)C[C@H]1C(N)=O (stereo partly specified) | 1.2% | -5.2% | -0.3%
O=C(COc1cccc2ccccc12)N/N=C/c1ccccc1OCc1ccc(C(=O)O)cc1 | 7.4% | ? | -12.3%
NC1=NC(=O)/C(=C\c2ccsc2)S1 | 2.4% | -9.5% | 3.2%
CC[C@]12CCCN3CCc4c(n(c5ccccc45)C(=O)C1)C32 (stereo partly specified) | 2.6% | -3.8% | ?
Cn1cc(S(=O)(=O)NC[C@H]2O[C@@H](n3cnc4c(N)ncnc43)[C@H](O)[C@@H]2O)cn1 | 0.8%[56.1 µM] | 1.2% | -4.4%
Cc1cccc(Nc2nnc(SCC(=O)Nc3ccccc3[N+](=O)[O-])s2)c1C | -5.5% | -11.7% | ?
CCN(CC)C(=O)CSc1nnc(CCNC(=O)OC(C)(C)C)o1 | -1.9% | -0.3% | -11.8%
CCCc1nc2c(s1)CCc1onc(-c3ccc(Cl)cc3)c1-2 | -9.3% | -2.7% | -1.0%
OC/C=C/c1ccc(O)c(O)c1 | 4.5% | -6.2% | 3.4%
COc1cccc(-c2cc3c(-n4cccc4)ncnc3o2)c1 | 5.1% | -2.1% | ?
COc1cc(OC)c(NC(=S)Nc2cccc(C)c2)cc1Cl | -2.6% | -3.3% | 9.2µM*
CCOC(=O)C1CCN(C(=O)Cn2nc(CC)n3cccc3c2=O)CC1 | 1.5% | 1.8% | ?
O=C(Nc1cccc(C(F)(F)F)c1)c1ccc(Cn2cc(Br)cn2)o1 | 3.0% | -18.2% | ?
N#CCCN(C(=O)Nc1ccccc1)c1ccccc1 | 7.0% | -8.1% | -0.2%
